Source: PubChem (The Scripps Research Institute Molecular Screening Center)
FBW7 act = activators of human E3 ligase FBW7 | normalized activity (activation), % at 26.1 µM | Q969H0 | actives 0.13% (n = 650,000) | AlphaScreen FBW7–phospho-cyclin E peptide binding, activator screen; in the data active = normalized activity above about 1.9%;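 note: purified mutant Fbw7 with reduced substrate affinity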
Target sequence (Q969H0 whole entry, looked up): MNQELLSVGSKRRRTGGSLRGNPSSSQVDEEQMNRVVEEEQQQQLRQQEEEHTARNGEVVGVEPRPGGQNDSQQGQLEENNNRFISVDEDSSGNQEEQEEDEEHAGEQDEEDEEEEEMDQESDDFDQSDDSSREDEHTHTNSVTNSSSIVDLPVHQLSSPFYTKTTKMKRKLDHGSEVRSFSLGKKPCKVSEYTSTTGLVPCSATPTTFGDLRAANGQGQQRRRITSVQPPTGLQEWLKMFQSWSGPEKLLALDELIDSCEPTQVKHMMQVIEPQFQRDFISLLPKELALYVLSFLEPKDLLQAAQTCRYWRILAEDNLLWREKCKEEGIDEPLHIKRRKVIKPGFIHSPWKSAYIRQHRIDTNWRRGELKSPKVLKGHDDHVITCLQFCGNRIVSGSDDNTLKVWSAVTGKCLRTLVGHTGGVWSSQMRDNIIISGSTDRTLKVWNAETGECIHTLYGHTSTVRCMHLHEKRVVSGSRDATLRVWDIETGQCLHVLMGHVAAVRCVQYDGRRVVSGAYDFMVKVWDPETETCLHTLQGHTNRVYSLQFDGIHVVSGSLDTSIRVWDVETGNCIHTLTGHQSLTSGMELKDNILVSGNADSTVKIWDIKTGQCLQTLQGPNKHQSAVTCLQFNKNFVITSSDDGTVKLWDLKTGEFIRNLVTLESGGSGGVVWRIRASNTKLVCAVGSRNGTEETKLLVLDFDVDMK
GPR151 ag = human GPR151 activation; Q8TDV0; PathHunter beta-arrestin GPR151 cells, luminescence; activation, % at 11.2 µM; actives 1% (n = 650,000); AID 1508602; in the data active = activation above about 4.9%;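 note: 0% = median of compound wells and 100% = cells with positive control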
Target sequence (Q8TDV0 whole entry, looked up): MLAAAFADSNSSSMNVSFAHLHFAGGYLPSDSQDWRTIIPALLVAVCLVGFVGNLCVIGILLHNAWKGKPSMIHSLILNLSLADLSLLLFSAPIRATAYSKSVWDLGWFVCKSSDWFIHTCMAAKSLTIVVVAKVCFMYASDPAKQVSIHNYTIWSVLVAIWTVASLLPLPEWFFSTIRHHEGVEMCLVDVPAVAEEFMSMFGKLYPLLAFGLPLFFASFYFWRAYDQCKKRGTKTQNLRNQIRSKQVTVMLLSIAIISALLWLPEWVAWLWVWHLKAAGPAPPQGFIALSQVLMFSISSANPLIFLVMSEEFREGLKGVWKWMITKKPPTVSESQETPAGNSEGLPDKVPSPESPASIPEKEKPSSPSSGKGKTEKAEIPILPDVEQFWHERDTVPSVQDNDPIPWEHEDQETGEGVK
TEAD-YAP block = TEAD-YAP interaction inhibition. HEK-TIYL cells, TEAD-Gal4/YAP UAS-luciferase luminescence. inhibition, % at 9.12 µM. actives 1.4% (n = 640,000). AID 1259422; in the data active = inhibition above about 32%;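 note: 0% = median of test compound wells and 100% = reference inhibitor wells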
MITF primary = human MITF inhibition, primary screen; AID 1259374; actives 0.91% (n = 650,000); O75030; inhibition, % at 2.6 µM; AlphaScreen MITF homodimerization, bead proximity signal; in the data active = inhibition above about 50%;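 note: 0% = vehicle wells with protein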
Starred values were filed as active, the others as inactive; & = joins results of further samples.

SMILES	FBW7 act	GPR151 ag	TEAD-YAP block	MITF primary
O=C(COc1ccc(F)cc1)N1CCC(Cc2ccccc2)CC1	0.1	0.6	-2	-7
O=C1NN(c2cccc(C(F)(F)F)c2)C(=O)/C1=C\c1ccccc1	0.2	0.1	2	3
Cc1ccc(/C(O)=C2/C(=O)C(=O)N(CCN3CCOCC3)C2c2cccnc2)cc1 (stereo not given)	0.2	-1.5	7	21
O=C(Nc1ccc(N2CCCC2)cc1)c1cc([N+](=O)[O-])ccc1N1CCOCC1	-0.1	2.3	-10	8
CCCOc1ccc(/C(O)=C2/C(=O)C(=O)N(Cc3cccnc3)C2c2ccc(OC)cc2)cc1C (stereo not given)	-0.1	0.9	-5	-1
COCCCNC(=S)N1CCN(c2nc(-c3ccc(Cl)cc3)cs2)CC1	-0.2	-0.7	-5	-1
O=C1c2cccc([N+](=O)[O-])c2C(=O)N1c1ccc(Cl)cc1Cl	1.1	0.2	8	2
Cc1ccc(N(CC(=O)Nc2ccccc2C(=O)NC(C)C)S(C)(=O)=O)cc1	0.2	-1.1	-1	2
CC/C(Cc1ccccc1)=N\NC(=O)c1cccnc1	-0.1	-0.4	0	5
O=C(CCNC(=O)OCc1ccccc1)NC1CCCCCC1	0.1	0.7	3	12
COc1ccc(CNC(=O)CSc2nc(C)cc(C)n2)cc1	-0.3	-1.7	0	2
O=C1N(Cc2ccccc2)c2ccccc2C12OCCCO2	0.2	-0.4	-3	-11
CCC(C(=O)NCCCNC(=O)C(CC)c1ccccc1)c1ccccc1 (stereo not given)	0.0	-1.5	3	18
O=C(CN1CCC(C(=O)c2ccc(F)cc2)CC1)NCc1ccccc1F	0.0	1.5	-5	-5
COc1ccc(-n2nc3c(c2NC(=O)c2ccc(F)cc2)CSC3)cc1	0.1	-0.3	-2	-4
COc1cccc(NC(=O)CSc2nc3cc(OC)ccc3cc2C#N)c1	0.0	3.3	3	7
CCCN1CCC(N2CCN(S(=O)(=O)Cc3ccccc3)CC2)CC1	0.3	0.3	3	22
CC(C)NS(=O)(=O)c1ccc(OCC(=O)Nc2cccc([N+](=O)[O-])c2)c(Cl)c1	0.0	0.3	-3	4
COc1ccc(CNC(=O)C2CCN(c3nc4ccccc4n4cccc34)CC2)cc1	-0.2	7.5*	-6	-13
COc1ccccc1-n1cc(CN2CCN3C(=O)[C@H](CC(C)C)NC(=O)[C@H]3C2)cn1	0.2	-1.3	7	9
N#Cc1ccc(NC(=O)/C=C/c2ccc(F)cc2)cc1	0.0	-1.1	0	-8
COc1ccc(CC(=O)NNC(=O)C(NC(=O)c2ccccc2NC(=O)c2ccc(OC)cc2)C(C)C)cc1 (stereo not given)	-0.2	1.8	3	4
Cc1c(C(=O)N2CCC(C)CC2)sc2ncnc(N3CCN(c4ccccc4)CC3)c12	0.1	-0.1	6	-1
Cc1nnc(NC(=O)COc2ccc3ccccc3c2)s1	0.1	0.7	1	6
CCc1sc(N)nc1-c1ccc(OC)cc1	-0.4	1.5	-2	14

Part of the list above, limited to FBW7 act and MITF primary.
SMILES,FBW7 act,MITF primary
CCCOc1ccc(/C(O)=C2/C(=O)C(=O)N(Cc3cccnc3)C2c2ccc(OC)cc2)cc1C (stereo not given),-0.1,-1
COCCCNC(=S)N1CCN(c2nc(-c3ccc(Cl)cc3)cs2)CC1,-0.2,-1
O=C1c2cccc([N+](=O)[O-])c2C(=O)N1c1ccc(Cl)cc1Cl,1.1,2

Next part:
SMILES	FBW7 act	GPR151 ag	TEAD-YAP block	MITF primary
CC(C)(C)n1nc2c(c1-n1cccc1)CN(C(=O)Cn1c(=O)oc3ccccc31)C2	0.1	-2.2	-7	-2
CS(=O)(=O)c1ccc2c(c1)CCN2C(=O)CCC(=O)NCCc1ccccc1	-0.1	-2.0	-3	5
COc1ccc(C)cc1NC(=O)CNS(=O)(=O)c1cccc2nonc12	-0.2	-0.1	10	-14
CC(=O)N1CCC(=NNc2c([N+](=O)[O-])cc(C(F)(F)F)cc2[N+](=O)[O-])CC1	0.1	-1.3	-12	9
CC(=O)NC1(c2ccc(F)cc2)CCN(Cc2ccnc(N3CCCC3)n2)CC1	-0.1	-0.8	-11	-12
CC(C)(C)C1CCC(N2CCN(c3ncccn3)CC2)CC1 (stereo not given)	-0.2	0.2	-4	3
COC(=O)c1ccc(OCC2c3cc(OC)c(OC)cc3CCN2C(=O)Nc2ccccc2)cc1 (stereo not given)	0.2	-1.4	10	19
COc1ccc(/C=C/C(=O)Nc2ccc(C)cc2[N+](=O)[O-])cc1	-0.2	1.2	-2	14
CCc1cn[nH]c1C1CCN(C(=O)c2occc2C)CC1	0.0	-0.3	-5	-2
O=C(CSC1=NC(=O)C(Cc2ccccc2)C(=O)N1)NC1CCCCC1 (stereo not given)	-0.1	-1.5	9	1
FC(F)(F)c1cccc(-c2ccn[nH]2)c1	0.1	-1.5	6	-4
Cc1cc(NC(=O)C(=O)NCc2cccs2)no1	-0.1	1.1	2	4
CCCOc1cccc(CNc2cccc([N+](=O)[O-])c2)c1	0.2	-0.3	13	-22
COCCCNC(=S)NNC(=O)C(O)(c1ccccc1)c1ccccc1	-0.1	0.3	1	-4
CCCCN=c1scc(-c2ccc3c(c2)NC(=O)CO3)n1N=C1CCCC1	0.1	-0.2	-1	16
Cc1ccc(C(=O)NCc2ccc(F)cc2)c(NCc2cccnc2)n1	0.1	-0.3	-7	-3
N#Cc1ccccc1S(=O)(=O)N1CCN(S(=O)(=O)c2ccc(Cl)cc2F)CC1	0.5	0.8	-3	12
Cc1nnc(Sc2nc3c(c(=O)[nH]c(=O)n3C)n2Cc2ccccc2Cl)s1	-0.3	1.4	-12	-7
CC(CC(=O)N1CCc2ccccc2C1)S(=O)(=O)c1ccc2c(c1)OCC(=O)N2 (stereo not given)	-0.1	-0.6	-1	4
Cc1cc(/C=C2\C(=O)NC(=S)N(c3ccccc3)C2=O)c(C)n1-c1cccnc1	0.1	0.8	-1	-4
O=C(CN(c1ccccc1)S(=O)(=O)c1ccccc1[N+](=O)[O-])N1CCCCCC1	-0.1	-0.6	12	-19
CC(O)CNc1nc2c(c(=O)n(Cc3cccc(Br)c3)c(=O)n2C)n1C (stereo not given)	-0.1	-0.6	-6	7
CC1CCN(c2c(NCc3ccc(C(=O)N4CCCCC4)cc3)c(=O)c2=O)CC1	0.3	0.0	7	8
CCCC1CCC(c2ccc(-c3nc(-c4ccncc4)no3)cc2)CC1 (stereo not given)	-0.1	-0.5	-2	10
CN1CCC(N(C)S(=O)(=O)c2ccc(C(=O)NN)cc2)CC1	0.0	0.1	6	3

A second format for four compounds above.
Values run as follows: FBW7 act, GPR151 ag, TEAD-YAP block, MITF primary
CCCOc1cccc(CNc2cccc([N+](=O)[O-])c2)c1
  0.2, -0.3, 13, -22
COCCCNC(=S)NNC(=O)C(O)(c1ccccc1)c1ccccc1
  -0.1, 0.3, 1, -4
CCCCN=c1scc(-c2ccc3c(c2)NC(=O)CO3)n1N=C1CCCC1
  0.1, -0.2, -1, 16
Cc1ccc(C(=O)NCc2ccc(F)cc2)c(NCc2cccnc2)n1
  0.1, -0.3, -7, -3

(next part)
SMILES	FBW7 act	GPR151 ag	TEAD-YAP block	MITF primary
CCOc1ccccc1C(=O)NCCn1ccnc1C	-0.1	-0.5	6	-1
COc1cc(/C=C2/N=C(c3ccc(C(C)(C)C)cc3)OC2=O)cc(I)c1OC(C)=O	0.0	-0.4	7	13
C=CCn1c(N2CCCCC2)nc2c1c(=O)n(C)c(=O)n2C	0.0	-0.7	-1	-2
CCOc1nc(NN)nc(N2CCCCC2)n1	0.2	-1.6	1	7
COc1cccc(CC(C2CCN(CCO)CC2)N(C)C(=O)c2ccccn2)c1 (stereo not given)	0.0	-1.6	-8	10
O=C(c1ccccc1)n1cc([N+](=O)[O-])cn1	-0.2	-0.3	2	0
OC[C@@H]1CCCN1c1ccnc2c(-c3ccc(F)c(Cl)c3)cnn12	-0.1	-2.0	83*	17
COc1cc(OC)cc(-n2nc(C(=O)Nc3ccc(OC)c(Cl)c3)c3ccccc3c2=O)c1	0.0	-1.8	-8	-1
Cc1ccccc1OCc1nc(-c2ccc(OCC(N)=O)cc2)no1	0.0	-0.7	-33	4
Fc1ccc(Cn2nnnc2CN2CCC(n3cnc4cccnc43)CC2)cc1	-0.1	-1.5	-20	-3
O=C(Nc1ccccc1)Nc1cnn(-c2cccc(CO)c2)c1	0.2	0.9	-25	10
CC(C)(C)NC(=O)c1ccc(CN(c2ccccc2)S(C)(=O)=O)cc1	0.0	0.4	-4	0
Cc1ccc(Cn2c(N/N=C/c3ccccc3)nc3c2c(=O)[nH]c(=O)n3C)cc1	-0.2	0.8	-1	8
O=C(NCCNC1CCCCCC1)c1cccs1	0.5	-0.1	-3	41
Cc1csc(NC(=O)CCC(=O)N(CC(=O)NC2CCCC2)c2ccc(F)cc2)n1	0.3	0.1	14	4
Cc1c(C(=O)N2CCOCC2)oc2c1-c1nn(CC(=O)NCc3ccccc3)cc1CC2	0.2	0.0	9	5
COc1ccc(OCCOCCOc2cccc3ccc(C)nc23)cc1	0.0	-2.5	-1	19
O=C(CSc1nnc(CNC(=O)c2ccccc2)o1)c1ccccc1	0.3	-1.8	12	16
CCC(C)c1ccc(NC(=O)COC(=O)c2cc[n+]([O-])cc2)cc1 (stereo not given)	0.1	0.4	-53	8
N#Cc1cccc(S(=O)(=O)N2CCC(Oc3cccc(-c4cccs4)c3)CC2)c1	-0.1	1.1	7	4
O=C(CC1OC(=O)c2ccccc21)NC1CC1 (stereo not given)	0.4	-0.8	15	12
Cc1cnc(Cl)nc1Nc1ccc(N2CCOCC2)cc1	0.1	0.2	16	18
CCCCC/C=C/CCC(=O)N[C@H]1[C@H](Oc2c3cc4cc2Oc2ccc(cc2Cl)[C@@H](O[C@@H]2O[C@H](CO)[C@@H](O)[C@H](O)[C@H]2NC(C)=O)[C@@H]2NC(=O)[C@H](NC(=O)[C@@H]4NC(=O)[C@H]4NC(=O)C(Cc5ccc(c(Cl)c5)O3)NC(=O)[C@H](N)c3ccc(O)c(c3)Oc3cc(O)cc4c3)c3ccc(O)c(c3)-c3c(OC4O[C@H](CO)[C@@H](O)[C@H](O)[C@@H]4O)cc(O)cc3[C@@H](C(=O)O)NC2=O)O[C@H](CO)[C@@H](O)[C@@H]1O (stereo not given in full)	-0.1&0.4	-1.5&2.0	1&2	0&19
CCCN(CCC)S(=O)(=O)c1ccc(C(=O)Nc2sc3c(c2C(=O)OCC)CCN(CC)C3)cc1	0.0	2.0	2	4
Cc1ccc(CNC(=O)C(Cc2ccccc2)NS(=O)(=O)c2ccc(F)cc2)cc1 (stereo not given)	-0.1	0.5	-4	-1

4 entries from above, ordered by SMILES length, falling:
SMILES	FBW7 act	GPR151 ag	TEAD-YAP block	MITF primary
Cc1csc(NC(=O)CCC(=O)N(CC(=O)NC2CCCC2)c2ccc(F)cc2)n1	0.3	0.1	14	4
OC[C@@H]1CCCN1c1ccnc2c(-c3ccc(F)c(Cl)c3)cnn12	-0.1	-2.0	83*	17
Cc1ccccc1OCc1nc(-c2ccc(OCC(N)=O)cc2)no1	0.0	-0.7	-33	4
CCOc1ccccc1C(=O)NCCn1ccnc1C	-0.1	-0.5	6	-1

(continued)
SMILES	FBW7 act	GPR151 ag	TEAD-YAP block	MITF primary
O=C(NCCc1cccc2ccccc12)C1CCCN1S(=O)(=O)c1ccc2ccccc2c1 (stereo not given)	-0.1	0.0	2	-6
COc1ccc(-c2cccc(C(=O)NCCO)n2)cn1	0.0	1.8	3	5
O=C(CCCN1C(=O)c2ccccc2C1=O)Oc1ccc(Br)cc1	0.0	0.3	3	9
O=[N+]([O-])c1ccc2c(c1)nc1n2CCN(C2CCCCC2)C1	0.0	0.3	-54	7
O=C(CSc1nc2ccccc2c(=O)[nH]1)Nc1ccc2nsnc2c1	0.0	0.3	21	15
CC(=O)Nc1ccc(S(=O)(=O)Nc2cccc([N+](=O)[O-])c2C)cc1	0.1	-0.3	4	16
COc1ccc(S(=O)(=O)N(CC(=O)Nc2cc(Cl)ccc2OC)c2ccc(C)cc2)cc1	-0.1	1.6	9	11
CCOCCCNS(=O)(=O)c1ccc(Br)cc1	-0.2	2.7	-4	-9
Cn1c(=O)c2c(nc(-n3ccnc3)n2Cc2ccc(F)cc2)n(C)c1=O	0.1	0.2	-12	-4
COc1cc(/C=C2/NC(=O)N(Cc3ccccc3F)C2=O)ccc1OC(C)C	-0.1	0.8	-1	13
CCOC(=O)C(NC(=O)NC)(NC(=O)c1ccccc1)C(F)(F)F (stereo not given)	-0.1	-1.3	4	6
O=C1OC(c2ccc(Cl)cc2Cl)=N/C1=C\c1c(F)cccc1Cl	0.0	2.7	4	-1
O=c1c(N2CCOCC2)coc2ccccc12	0.2	-1.3	-5	-2
CCOc1cc(C=C2C(=O)NC(=S)NC2=O)ccc1OC(C)C(=O)O (stereo not given)	-0.1	-1.3	-8	-15
CCOc1ccccc1NC(=O)C1CCC(Cn2c(=O)[nH]c3ccsc3c2=O)CC1 (stereo not given)	-0.1	0.3	14	6
CCOC(=O)c1cnc(SCC(=O)c2ccc(NC(C)=O)c(OC)c2)nc1N	0.0	-0.5	-5	-11
O=S(=O)(c1ccc(OC(F)(F)F)cc1)N1CCNCC1	0.1	0.0	8	30
Cc1ccc(OCC(=O)NNC(=S)Nc2ccccc2)cc1C	-0.2	-0.4	-7	-2
COc1ccc(C(=O)/C=C2\NC(=S)NC2=O)cc1	0.0	-0.1	0	10
CC(=O)Nc1ccc(NCc2ccc(N(C)C)cc2)cc1	0.0	0.8	-15	26
O=S(=O)(N/N=C/c1cccc(F)c1)c1ccc(Br)cc1	0.0	-0.6	-1	9
CCc1ccc(CN2CCC(n3nccc3NC(C)=O)CC2)o1	0.1	-1.7	5	-13
CCN(CC)c1nc(C)nc2sc3c(c12)CCCC3	0.7	-0.4	-10	6
O=C(c1cc(COc2ccc(F)cc2F)on1)N1CCOCC1	0.3	-2.5	-34	17
